Source: PubChem (National Center for Advancing Translational Sciences (NCATS))
POLB inh = DNA polymerase beta (human) inhibition | Pol beta primer extension/strand displacement, fluorescence kinetic | Potency, µM (doses to about 114 µM), without a hit: at the top dose activity change, negative = inhibition, most hits filed as inhibitors | 1.3% of 340,000 active | AID 485314; note: % is set by controls: 0 for no effect and ±100 for the full control effect
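Preincubation: enzyme (10 nM) with compound, 15 min, RT. Reaction: substrate added to 50 nM final. Reads: 0 and 10 min. Analysis: normalized, Hill fit.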
BLM inh = Bloom syndrome helicase (human) inhibition; Potency, µM (titrated, usually from 56.1 µM), without a hit: at the top dose activity change, negative = inhibition, actives largely listed as inhibitors; AID 2528; 0.2% of 350,000 active; P54132; recombinant BLM DNA unwinding, fluorescence dequenching;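 note: plate controls were vehicle for no effect and no enzyme for full effect; nearly all actives have a fitted effect of over 35% in size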
JMJD2A Tudor = JMJD2A Tudor domain (human) inhibition | O75164 | AlphaScreen JMJD2A-Tudor / H3K4me3 peptide binding | Potency, µM (titrated, usually from 114 µM), for inactives: top-dose activity change, negative = inhibition, actives largely listed as inhibitors | 4.4% of 390,000 active | AID 504339; note: % is set by controls: 0 for no effect and ±100 for the full control effect; nearly all actives have a fitted effect of over 50% in size
Pol kappa inh = DNA polymerase kappa (human) inhibition | purified Pol kappa, fluorescent DNA synthesis assay, 10 min | Potency, µM (top dose mostly 107 µM), inactives show top-dose activity, negative = inhibition, most hits filed as inhibitors | 0.53% of 400,000 active | Q9UBT6 | AID 588579; note: % is set by controls: 0 for no effect and ±100 for the full control effect
Target sequence (Q9UBT6 whole entry, looked up): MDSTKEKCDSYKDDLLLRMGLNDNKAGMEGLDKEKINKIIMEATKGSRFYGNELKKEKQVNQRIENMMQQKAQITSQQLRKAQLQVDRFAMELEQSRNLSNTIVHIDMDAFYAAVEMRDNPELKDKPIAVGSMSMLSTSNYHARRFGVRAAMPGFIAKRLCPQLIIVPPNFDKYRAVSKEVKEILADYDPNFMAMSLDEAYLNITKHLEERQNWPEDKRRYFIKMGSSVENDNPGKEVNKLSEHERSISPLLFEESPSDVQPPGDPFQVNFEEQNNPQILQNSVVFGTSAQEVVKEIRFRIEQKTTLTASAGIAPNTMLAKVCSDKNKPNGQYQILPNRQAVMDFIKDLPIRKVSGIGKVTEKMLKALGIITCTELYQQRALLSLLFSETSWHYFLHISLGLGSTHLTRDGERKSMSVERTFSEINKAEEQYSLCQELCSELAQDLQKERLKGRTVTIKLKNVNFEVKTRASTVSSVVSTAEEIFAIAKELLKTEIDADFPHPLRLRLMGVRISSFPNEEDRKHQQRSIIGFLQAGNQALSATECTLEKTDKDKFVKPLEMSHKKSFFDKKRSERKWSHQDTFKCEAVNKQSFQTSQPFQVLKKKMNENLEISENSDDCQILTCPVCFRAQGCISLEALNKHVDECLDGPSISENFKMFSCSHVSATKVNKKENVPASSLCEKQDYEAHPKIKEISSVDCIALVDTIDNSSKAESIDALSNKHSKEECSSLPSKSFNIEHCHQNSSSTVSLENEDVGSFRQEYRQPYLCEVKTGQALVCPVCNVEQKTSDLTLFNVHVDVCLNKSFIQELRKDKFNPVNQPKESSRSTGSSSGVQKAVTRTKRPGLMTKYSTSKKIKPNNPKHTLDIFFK
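Activity was followed as the change in fluorescence between reads at 0 and 10 min after starting the reaction with 50 nM substrate. Beforehand, 10 nM polymerase had been preincubated with compound for 15 min at room temperature.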
POLH inh = inhibitors of human DNA polymerase eta. recombinant Pol eta, fluorescent DNA replication assay. Potency, µM (highest dose often 114 µM), for inactives: at the top dose activity change, negative = inhibition, actives largely listed as inhibitors. 1.2% of 390,000 active. AID 588591; note: % is set by controls: 0 for no effect and ±100 for the full control effect
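Pol eta (10 nM) was preincubated with compounds for 15 min at room temperature, after which fluorescent replication substrate (50 nM final) was added to start the reaction. Fluorescence was read kinetically at 0 and 10 min.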
APE1 inh = blocks human APE1 abasic DNA cleavage; recombinant APE1, TAMRA/BHQ-2 abasic DNA cleavage fluorescence; Potency, µM (series often up to 65.8 µM), without a hit: top-dose activity change, negative = inhibition, actives largely listed as inhibitors; 0.35% of 350,000 active; AID 2517;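 note: plate controls were vehicle for no effect and reference inhibitor for full effect; nearly all actives have a fitted effect of over 55% in size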
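Readout is kinetic fluorescence (ex 525, em 598 nm) from cleavage of 50 nM TAMRA/BHQ-2 THF abasic duplex by 0.75 nM APE1, compound added 15 min beforehand at RT.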
G9a block = blocks human histone lysine methyltransferase G9a. Q96KQ7. G9a H3K9 monomethylation, AlphaScreen, 2 h. Potency, µM (titrated, usually from 102 µM), inactives show at the highest dose activity, negative = inhibition, most hits filed as inhibitors. 8.8% of 350,000 active. AID 504332; note: % is set by controls: 0 for no effect and ±100 for the full control effect; nearly all actives have a fitted effect of over 75% in size
Target sequence (Q96KQ7 913-1193 limits assumed): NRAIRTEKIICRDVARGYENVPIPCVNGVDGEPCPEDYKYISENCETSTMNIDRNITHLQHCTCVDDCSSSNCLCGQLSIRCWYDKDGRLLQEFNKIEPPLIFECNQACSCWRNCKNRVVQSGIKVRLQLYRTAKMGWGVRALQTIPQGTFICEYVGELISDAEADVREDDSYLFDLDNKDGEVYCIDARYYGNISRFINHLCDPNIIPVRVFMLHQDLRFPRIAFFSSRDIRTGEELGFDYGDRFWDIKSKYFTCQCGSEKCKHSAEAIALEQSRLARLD
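Enzyme 20 nM + cpd, 15 min RT; add b-H3K9 pep 500 nM / SAM 20 uM; 2 h RT; anti-H3K9me1 Ab 0.5 ug/mL + SA donor / anti-rabbit acceptor beads 20 ug/mL each, 10 min; AlphaScreen read.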
Pol iota inh = DNA polymerase iota (human) inhibition; Pol iota fluorescent replication assay, 10 min; Potency, µM (highest dose often 115 µM), without a hit: at the top dose activity, negative = inhibition, hits mostly inhibitors; 1% of 390,000 active; Q9UNA4; AID 588590
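Fluorescent replication assay read twice, at 0 min and 10 min after adding 50 nM (final) substrate. Enzyme (10 nM) and compounds were first incubated 15 min at room temperature; enzyme-free buffer wells were negative controls.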
BAZ2B inh = inhibitors of human BAZ2B bromodomain | Q9UIF8 | AlphaScreen BAZ2B-H3K14Ac peptide displacement | Potency, µM (series often up to 114 µM), for the others: at the top dose activity change, negative = inhibition, hits mostly inhibitors | 4.4% of 360,000 active; note: % is set by controls: 0 for no effect and ±100 for the full control effect; nearly all actives have a fitted effect of over 60% in size
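AlphaScreen displacement of biotin-H3(5-23)K14Ac peptide (50 nM final) from BAZ2B (50 nM final) in PBS pH 7.4, 0.01% Tween-20; complex preformed 30 min RT, then compounds (top 110 uM) 30 min RT, beads 20 min dark.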
An asterisk follows results filed as active; ? = inconclusive; / = not tested or not shown; & = joins results of further samples; [ ] = another dose, or the depositor's remark. Calls come from the whole dose curve; as a rule, active = well fitted curve in the direction sought with a large enough effect; inconclusive = small, poorly fitted or top-dose-only effect, or another doubt; inactive = no such curve, though single readings can be large; an effect the other way counts as inactive or inconclusive. Potency is the fitted concentration of half-maximal effect. These rows are one share of the data; count on the stated rates, not on these rows.

item | Compound | POLB inh | BLM inh | JMJD2A Tudor | Pol kappa inh | POLH inh
1 | CN(C)CCN1C(=O)C(=O)/C(=C(/O)c2ccc(F)cc2)C1c1ccccc1F (stereo not given) | -14.5% | -2.8% | -21.1% | -4.3% | 3.3%
2 | CC(=O)c1cccc(NC(=S)NCc2ccco2)c1 | 7.3% | -3.1% | -16.7% | -3.2% | -18.8%
3 | COC(=O)c1c(NC(=O)COC(=O)[C@@H](NS(=O)(=O)c2ccccc2)C(C)C)sc2c1CCC2 | -12.1% | -8.6% | -22.5% | -9.5% | ?
4 | CCC(C(=O)N1CCN(c2cccc(C)c2C)CC1)n1nc(C)c2sc3ccccc3c2c1=O (stereo not given) | -1.6% | -3.8% | 1.3% | 0.9% | -7.2%
5 | COc1ccccc1-c1sc2cc3c(cc2c1-c1ccc(O)cc1)OCO3 | / | / | ? | -10.8% | -4.8%
6 | Cc1ccc(C#N)c(=O)n1CC(=O)Nc1ccccc1C(F)(F)F | 12.6% | -2.8% | -10.6% | -3.4% | -15.6%
7 | CC1=NCCN1S(=O)(=O)c1ccccc1[N+](=O)[O-] | -17.4% | -10.1% | -8.9% | -1.3% | -2.1%
8 | Cc1cccc2c1-c1sc(C(=O)Nc3nccs3)cc1CO2 | 25.4% | -20.1% | -0.7% | -13.7% | -11.4%
9 | CC1(C)CC(=O)C(N=Nc2cccc(F)c2C#N)=C(O)C1 | 0.1% | -3.5% | -20.6% | -4.3% | -4.3%
10 | CCN(CC)C(=O)[C@H]1CC(CC(=O)NCc2cccc(C(F)(F)F)c2)C(=O)N2CCc3c([nH]c4ccccc34)[C@]12C (stereo not given in full) | / | / | -32.9% | -13.3% | -29.0%
11 | Cc1cc(C)cc(N2CCn3c2nc2c3c(=O)n(Cc3ccc(Cl)cc3)c(=O)n2C)c1 | -16.1% | -1.8% | -13.5% | -11.6% | -10.3%
12 | COc1ccc(CCNC(=O)COc2ccc(S(=O)(=O)NC(C)C)cc2)cc1OC | -0.5% | 0.6% | -11.1% | -3.6% | -2.4%
13 | CC(c1ccco1)N(C(=O)C12CC3CC(CC(C3)C1)C2)c1ccccn1 (stereo not given) | 35.3% | -5.9% | 2.3%[11.4 µM] | -5.2% | -16.3%
14 | Cc1cc(C)c(C(=O)CSc2nnc(-c3ccccc3Br)o2)cc1C | -10.8% | -1.5% | -21.3% | -3.9% | -12.2%
15 | CCOc1ccc(Cn2nnc(C(=O)Nc3cccc(SC)c3)c2N)cc1 | -19.1% | -5.4% | 0.0% | -7.2% | -8.7%

item | APE1 inh | G9a block | Pol iota inh | BAZ2B inh
1 | 17.9% | 79.4µM* | 8.1% | -34.8%
2 | 3.5% | -4.5% | 16.0% | -30.9%
3 | -3.4% | -11.8%[59 µM] | -15.2% | -35.4%
4 | / | -8.5%[59 µM] | 15.1% | 5.4%
5 | -21.9% | / | 10.5% | /
6 | / | 5.3%[59 µM] | 3.0% | 6.6%
7 | 5.1% | ? | 2.5% | 0.3%
8 | -1.2% | 13.0% | -2.4% | 9.2%
9 | 1.4% | / | -8.7%[58.9 µM] | ?
10 | 11.0% | / | -3.3% | /
11 | / | -22.1%[59 µM] | 8.2% | -2.4%
12 | 2.5% | -25.7% | 1.6% | 1.5%
13 | -5.7% | 12.6%[59 µM] | -10.6% | 5.4%
14 | 7.7% | 8.8%[59 µM] | -3.2% | 9.7%
15 | / | 2.9%[59 µM] | -8.4% | 0.7%

Remaining list, next part.
item | Compound | POLB inh | BLM inh | JMJD2A Tudor | Pol kappa inh | POLH inh
16 | Cc1ccccc1NS(=O)(=O)c1ccc(C(=O)NCC2CCCO2)cc1 (stereo not given) | / | / | -15.9% | -17.0% | -14.8%
17 | Cc1cc(C)cc(NC(=S)Nc2cccc3ccccc23)c1 | -17.1% | -3.3% | -30.9% | 1.6% | -23.0%
18 | COC(=O)c1oc2nc(C)cc(C)c2c1N | 18.2% | 2.4% | -19.8% | -3.2% | -15.5%
19 | NC(=O)NC(c1ccccc1)c1ccccc1F (stereo not given) | 2.3% | 2.0% | -3.9% | -1.0% | -17.0%
20 | O=c1nc2ccccn2c2ccc(S(=O)(=O)N3CCCCC3)cc12 | 104.9% | -1.9% | -13.4% | 0.0% | -14.6%
21 | Cc1[nH][nH]c(=O)c1C=NCc1cccc(C(F)(F)F)c1 | 0.0% | -7.5% | 1.1% | 9.6% | -5.8%
22 | COc1ccc(CN(Cc2ccco2)C(=O)COc2ccccc2OC)cc1 | 23.0% | -0.9% | -34.0% | -3.8% | -11.0%
23 | COc1ccc(CNC(=O)C2CC(=O)N(C3CCCCC3)C2)cc1 (stereo not given) | 28.0% | -0.5% | -6.2% | -4.3% | -11.6%
24 | Cc1cc(C)c(S(C)(=O)=O)c(Oc2ccc(C(C)(C)C)cc2)n1 | 1.6% | -3.5% | 2.7% | -16.0% | -16.1%
25 | Cc1nn(CC(=O)Nc2ccc(C(C)C)cc2)c(=O)c2c(C)n(-c3ccc(Cl)cc3)nc12 | 11.1% | -2.2% | -3.6% | -4.0%[60.1 µM] | -19.2%
26 | CCc1cccc2c(=O)c(C(=O)N3CCCCCC3)c[nH]c12 | 0.6% | -1.4% | -6.1% | 12.7% | -9.5%
27 | Nc1nc(Sc2c([N+](=O)[O-])cc(C(F)(F)F)cc2[N+](=O)[O-])n[nH]1 | 20.6% | -3.0% | -21.2% | -1.5% | -18.2%
28 | CCOc1ccc(C(=O)Nc2ccc(Cl)c(-c3nc4cc(C)cc(C)c4o3)c2)cc1 | ? | -6.7% | -13.8% | -19.3% | -7.6%
29 | CC[C@]12c3[nH]c4ccc(Cl)cc4c3CCN1C(=O)[C@@H](CC(=O)NCC13CC4CC(CC(C4)C1)C3)C[C@@H]2C(=O)N1CCN(C(=O)C2CC2)CC1 | / | / | ? | -11.2% | -11.6%
30 | COc1ccc(C(CNC(=O)CNC(=O)c2cc(OC)c(OC)c(OC)c2)N2CCOCC2)cc1 (stereo not given) | / | / | -5.5% | -11.0% | -20.5%

item | APE1 inh | G9a block | Pol iota inh | BAZ2B inh
16 | -7.5% | -1.8% | -28.6% | 8.5%
17 | -12.1% | 59.2%[activator] | 31.2%[activator] | 7.9%
18 | 9.8% | 21.0%[12.7 µM] | 8.6% | -5.7%
19 | -3.2% | 15.4%[59 µM] | -6.4% | -0.6%
20 | 21.4% | 44.7µM* | 76.7%[activator] | 3.9%
21 | -7.7% | 4.1% | 11.0% | -8.5%
22 | / | -4.8%[59 µM] | 2.7% | -18.9%
23 | 48.1%[activator] | 10.3% | -7.9% | -15.4%
24 | -2.8% | -3.3% | 5.5% | 8.7%
25 | / | 12.3%[59 µM] | 16.1% | 5.3%
26 | 2.1% | 9.7%[12.7 µM] | -0.8% | -2.1%
27 | 2.5% | / | 121.7%[activator] | -3.4%
28 | / | ? | -10.4% | 7.6%
29 | -6.7% | / | -1.4% | /
30 | 9.0% | 22.9% | 20.1% | 8.2%

At a glance, part of the list above:
item | Compound | POLB inh | BLM inh | JMJD2A Tudor | Pol kappa inh | POLH inh
23 | COc1ccc(CNC(=O)C2CC(=O)N(C3CCCCC3)C2)cc1 (stereo not given) | 28.0% | -0.5% | -6.2% | -4.3% | -11.6%
24 | Cc1cc(C)c(S(C)(=O)=O)c(Oc2ccc(C(C)(C)C)cc2)n1 | 1.6% | -3.5% | 2.7% | -16.0% | -16.1%

item | APE1 inh | G9a block | Pol iota inh | BAZ2B inh
23 | 48.1%[activator] | 10.3% | -7.9% | -15.4%
24 | -2.8% | -3.3% | 5.5% | 8.7%

Results in POLB inh, APE1 inh and Pol kappa inh, for 5 of the compounds above:
# | SMILES | POLB inh | APE1 inh | Pol kappa inh
16 | Cc1ccccc1NS(=O)(=O)c1ccc(C(=O)NCC2CCCO2)cc1 (stereo not given) | / | -7.5% | -17.0%
17 | Cc1cc(C)cc(NC(=S)Nc2cccc3ccccc23)c1 | -17.1% | -12.1% | 1.6%
18 | COC(=O)c1oc2nc(C)cc(C)c2c1N | 18.2% | 9.8% | -3.2%
19 | NC(=O)NC(c1ccccc1)c1ccccc1F (stereo not given) | 2.3% | -3.2% | -1.0%
20 | O=c1nc2ccccn2c2ccc(S(=O)(=O)N3CCCCC3)cc12 | 104.9% | 21.4% | 0.0%

Carrying on:
item | Compound | POLB inh | BLM inh | JMJD2A Tudor | Pol kappa inh | POLH inh
31 | CCc1ccccc1NC(=O)CC1CS(=O)(=O)CC1CC(=O)Nc1ccccc1CC (stereo not given) | 0.6% | -4.9% | -7.5% | -0.5% | -10.4%
32 | CCOc1ccc(N(Cc2ccccc2F)C2=NC3CS(=O)(=O)CC3S2)cc1 (stereo not given) | -1.5% | -11.9% | -12.5% | -2.5% | -5.0%
33 | COc1ccc(Br)cc1C(=O)Nc1ccc(O)cc1 | -0.7% | -5.1% | -9.3% | -12.4% | 0.2%
34 | Cc1cccc(CCN2C(Nc3ccccc3)=NC[C@@H]2C)c1 | / | / | -24.1% | -5.2% | -9.8%
35 | COC(=O)c1ccc(OCc2nc(N)nc(N3CCOCC3)n2)cc1 | -9.6% | 0.0% | ? | -5.0% | -8.3%
36 | CCCC12CN3CC(CCC)(CN(C1)C3c1ccccc1)C2=O (stereo not given) | -0.2% | -9.3% | -9.1% | -3.9%[60.1 µM] | 0.6%
37 | O=C(CSc1nnc(C2CC2)n1C1CC1)c1ccccc1F | / | / | 3.0% | 6.7% | -2.7%
38 | Cc1nnc(N(Cc2ccco2)C(=O)c2cccc(C#N)c2)s1 | 0.0% | 0.0% | -9.9%[11.4 µM] | 0.3% | -12.8%
39 | CCOc1ccccc1NC(=O)c1sc2nc(C)cc(C)c2c1N | -0.1% | -3.0% | -2.1% | 0.6% | -17.8%
40 | C=CCOC(=O)CCCCCCCC | / | / | -8.3% | -0.7% | -19.3%

item | APE1 inh | G9a block | Pol iota inh | BAZ2B inh
31 | -7.0% | 30.9%[59 µM] | 4.0% | -6.2%
32 | -6.0% | ? | 4.6% | -25.3%
33 | ? | -20.2%[12.7 µM] | 4.1% | 8.1%
34 | 12.6% | 0.5%[2.33 µM] | -4.0% | 11.9%
35 | 4.3% | 7.6%[12.7 µM] | 8.7% | 7.4%
36 | / | -16.1%[59 µM] | 11.2% | -22.8%
37 | 10.2% | 12.9%[12.7 µM] | 9.3% | -5.0%
38 | 0.5% | -19.1%[12.7 µM] | ? | -2.6%
39 | / | 42.6%[activator][59 µM] | 20.2% | 34.0%
40 | -3.9%&4.4% | 9.0%[0.501 µM] | 9.6% | -3.4%
